ANO1 block: blocks the mouse calcium-activated chloride channel TMEM16A; HEK293 TMEM16A/YFP iodide influx fluorescence, ionomycin; Q8BHY3; normalized B-score (activity score, 25-100; higher = stronger inhibition) at 10 µM; 310,000 tested, 1.2% active;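 active means ratio plate-corrected score three or more library SD toward inhibition, starting fluorescence score within five deviations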;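 further: score derived from kinetic fluorescence span divided by baseline fluorescence per well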
SKKanGAS inh: inhibitors of SKKanGAS S. pyogenes growth in kanamycin (SK-promoter or general growth effect); 300,000 tested, 1.3% active; inhibition, % at 7.5 µM; BacTiter-Glo, 6 h;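 active means mean replicate score, as percent of positive control median, at least 50; inconclusive means mean below 50 but one replicate at or above 50; inactive means mean and every replicate below 50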;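 further: strain carries kanamycin resistance gene driven by streptokinase promoter and grows in 40 µg/ml kanamycin; loss of luminescence reflects streptokinase promoter inhibition or plain growth inhibition; 0% = median of DMSO wells and 100% = positive control at its reference dose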
RGS4 inh: inhibitors of human RGS4 | HEK293 M3R/RGS4 inducible, Fluo-4 calcium flux; stronger effect = higher value; triggered by carbachol at its EC20 | P49798 | 310,000 tested, 0.45% active | B-score at 10 µM;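 active means B-score, a plate-corrected calcium signal, over three deviations above library mean, with baseline fluorescence within five deviations of library mean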;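 further: RGS4 expression induced by doxycycline in cells with stable M3 receptor; B-score is computed from the integrated fluorescence ratio over baseline after carbachol; higher B-score means a larger calcium signal and so more RGS4 inhibition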
Target sequence (P49798 whole entry, looked up): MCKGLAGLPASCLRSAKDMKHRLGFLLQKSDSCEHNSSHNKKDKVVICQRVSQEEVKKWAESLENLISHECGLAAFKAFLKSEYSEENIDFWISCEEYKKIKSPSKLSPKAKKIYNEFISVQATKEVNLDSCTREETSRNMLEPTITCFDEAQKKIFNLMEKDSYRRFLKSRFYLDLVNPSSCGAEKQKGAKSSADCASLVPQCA
TRPC6 inh: blocks the mouse TRPC6 cation channel; Q61143; HEK293-TRPC6, membrane potential dye, ACh-evoked depolarization; stronger effect = lower value; B-score at 10 µM; 310,000 tested, 1.1% active;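 active means B-score under library mean minus 3 SD, initial fluorescence not abnormally high, positive integrated signal ratio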;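 further: B-score derived from integrated fluorescence ratio over the kinetic read; more negative B-score means stronger inhibition of depolarization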
RGS4 act: potentiators or activators of RGS4; HEK293 M3R/inducible RGS4, carbachol calcium flux Fluo4; stronger effect = lower value; B-score at 10 µM; 310,000 tested, 0.92% active;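 active means B-score of the integrated calcium signal more than 4 SD below the library mean, with starting fluorescence not abnormally high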;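 further: negative B-score means reduced calcium response which marks RGS4 activation or potentiation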
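Detection: kinetic calcium fluorescence imaging with Fluo4-AM dye, 2 µM / Material: HEK293 cells with stable M3R and inducible RGS4 / Schedule: recording 10 s baseline at 1 Hz, 100 s post-agonist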
MrgX1 antagonist: antagonists of human MrgX1 receptor. MRGX1-HEK293 calcium flux, Fluo-4, BAM8-22 antagonism; stronger effect = lower value. B-score at 10 µM. 310,000 tested, 1.3% active;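 active means calcium-response B-score plate-corrected more than 3 library SD below zero, starting fluorescence within 5 deviations, no agonist response on first addition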;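 further: peak minus trough fluorescence over baseline after final BAM8-22 challenge near maximal dose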
Target sequence (Q96LB2 whole entry, looked up): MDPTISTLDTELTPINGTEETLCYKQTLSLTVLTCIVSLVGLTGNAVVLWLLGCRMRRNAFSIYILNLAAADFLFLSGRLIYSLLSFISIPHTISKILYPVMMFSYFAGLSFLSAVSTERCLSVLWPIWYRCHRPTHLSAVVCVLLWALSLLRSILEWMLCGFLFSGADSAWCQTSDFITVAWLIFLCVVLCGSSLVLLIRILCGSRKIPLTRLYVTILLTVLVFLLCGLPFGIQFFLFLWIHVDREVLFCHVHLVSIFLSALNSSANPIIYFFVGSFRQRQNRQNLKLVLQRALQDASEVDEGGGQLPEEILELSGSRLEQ
HDAC3 inh: blocks human histone deacetylase 3; O15379; 320,000 tested, 0.15% active; inhibition, % at 8.3 µM; recombinant HDAC3, fluorogenic peptide/trypsin coupled, fluorescence; in the data active means inhibition above about 26%, passing the limit was not always enough; inconclusive means no clear call, values can overlap the other calls
Target sequence (O15379 whole entry, looked up): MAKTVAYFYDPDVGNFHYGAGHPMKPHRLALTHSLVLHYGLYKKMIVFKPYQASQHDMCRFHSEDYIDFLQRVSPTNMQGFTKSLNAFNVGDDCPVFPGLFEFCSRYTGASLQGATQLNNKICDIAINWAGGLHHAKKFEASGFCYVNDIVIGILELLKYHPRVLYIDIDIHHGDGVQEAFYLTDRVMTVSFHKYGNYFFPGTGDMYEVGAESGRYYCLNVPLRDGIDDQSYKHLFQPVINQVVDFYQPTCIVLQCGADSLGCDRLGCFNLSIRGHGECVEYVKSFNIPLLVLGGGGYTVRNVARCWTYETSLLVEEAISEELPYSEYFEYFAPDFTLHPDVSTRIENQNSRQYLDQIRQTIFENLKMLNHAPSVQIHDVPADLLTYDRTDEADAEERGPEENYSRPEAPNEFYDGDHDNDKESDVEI
TRPC6 act: activates the mouse TRPC6 cation channel; Q61143; HEK293-TRPC6 membrane potential dye fluorescence; stronger effect = higher value; B-score at 10 µM; 310,000 tested, 0.13% active; AID 2550;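 active means B-score of the integrated fluorescence ratio above library mean plus 3 SD, and starting fluorescence ratio within library mean plus 5 SD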;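 further: higher score means more depolarization so channel activation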
MrgX1 allo act: human MrgX1 positive allosteric modulation, primary screen; Q96LB2; MrgX1-HEK293, Fluo-4 calcium flux, FDSS; stronger effect = higher value; B-score at 10 µM; 310,000 tested, 0.63% active;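 active means plate-corrected calcium response at least 3 library SD above typical, normal starting fluorescence, not activating the receptor alone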;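 further: compound read alongside a low EC10 to EC30 dose of BAM8-22 agonist; peak minus trough fluorescence over baseline measured at the second addition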
ANO1 activ: mouse TMEM16A channel activation, primary screen; Q8BHY3; HEK293 TMEM16A/YFP-H148Q/I152L, iodide quench fluorescence; stronger effect = lower value; B-score at 10 µM; 340,000 tested, 0.3% active; AID 623877;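 active means fluorescence-ratio B-score plate-corrected deviation score at least 3 library SD below zero, with starting fluorescence score within 5 deviations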;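 further: channel opened by trigger with iodide after compound preincubation; score built on the fluorescence ratio of max minus min over baseline; more negative score means more quench and so TMEM16A activation or potentiation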
MrgX1 agonist: activates human MrgX1 receptor signaling; Q96LB2; B-score at 10 µM; 310,000 tested, 0.44% active; MrgX1-HEK293 cells, Fluo-4 calcium fluorescence, agonist mode; stronger effect = higher value;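 active means calcium response B-score plate-corrected fluorescence ratio at least 3 library SD, with starting fluorescence B-score inside 5 SD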
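System – MrgX1-expressing HEK293 cells · Incubation – cells plated overnight, dye loaded 0.5 h 37 °C, 0.5 h room temperature · Technique – kinetic Fluo-4 NW fluorescence of intracellular calcium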
An asterisk follows results filed as active; i = inactive; ? = inconclusive; nt = not tested or not shown. Hits appear at their usual frequency; overall some 6.7% were active at least once.

Start of the listing, in advance (4 entries):
Compound | ANO1 block | SKKanGAS inh | RGS4 inh | TRPC6 inh | RGS4 act | MrgX1 antagonist | HDAC3 inh | TRPC6 act | MrgX1 allo act | ANO1 activ | MrgX1 agonist
CCCCCCOc1ccc(/C(C)=N/NC2=NCCN2)cc1 | i | 4 | i | i | i | i | 12 | i | i | i | i
Cc1ccccc1NC(=S)NC(=O)Cc1ccc(Cl)cc1 | i | 24 | i | i | i | i | 13 | i | i | i | i
c1ccc(N2CCOCCOCCOCCOCCOCC2)cc1 | i | -3 | i | i | i | i | 4 | i | i | i | i
O=C(OCCN1C(=O)CCC1=O)c1ccc(S(=O)(=O)N2CCCCC2)cc1 | i | -1 | i | i | i | i | -7 | i | i | i | i

The listing, from the start:
Compound | ANO1 block | SKKanGAS inh | RGS4 inh | TRPC6 inh | RGS4 act | MrgX1 antagonist | HDAC3 inh | TRPC6 act | MrgX1 allo act | ANO1 activ | MrgX1 agonist
CCCCCCOc1ccc(/C(C)=N/NC2=NCCN2)cc1 | i | 4 | i | i | i | i | 12 | i | i | i | i
Cc1ccccc1NC(=S)NC(=O)Cc1ccc(Cl)cc1 | i | 24 | i | i | i | i | 13 | i | i | i | i
c1ccc(N2CCOCCOCCOCCOCCOCC2)cc1 | i | -3 | i | i | i | i | 4 | i | i | i | i
O=C(OCCN1C(=O)CCC1=O)c1ccc(S(=O)(=O)N2CCCCC2)cc1 | i | -1 | i | i | i | i | -7 | i | i | i | i
CNC(=O)C1(C)C=CC2(CCCCC2)N1C(=O)OC (stereo not drawn) | i | 2 | i | i | i | i | 3 | i | i | i | i
CCN(CCn1cccn1)Cc1cn[nH]c1-c1ccc(OC)cc1F | i | -3 | i | i | i | i | 5 | i | i | i | i
COc1ccc2c(=O)c3c(=O)n(-c4ccc(C)cc4)c(-c4ccccc4)nc3oc2c1 | i | -10 | i | i | i | i | -3 | i | i | nt | i
CCCCOc1ccc(-c2nnc(-c3ccncc3)o2)cc1 | i | 25 | i | i | i | i | 7 | i | i | i | i
CNc1ccc2nnc(C(F)(F)C(F)(F)C(F)(F)F)n2n1 | i | -2 | i | i | i | i | 0 | i | i | i | i
COC(=O)C1=C(N)Oc2cc(C)[nH]c(=O)c2C1c1ccccc1OC (stereo not drawn) | i | 0 | i | i | i | i | 4 | i | i | i | i
O=[N+]([O-])c1cc2c(cc1Br)CCN2 | i | -12 | i | i | i | i | ? | i | i | i | i
COc1ccc(CN=C(C#N)C2=C(O)c3ccccc3C2=O)cc1 | i | 19 | i | i | i | i | -3 | i | i | i | i
Cc1cc(Cl)cc(Cl)c1OCCOc1cccc2cccnc12 | i | 7 | i | i | i | i | 11 | i | i | i | i
Cc1cccn2c(=O)c(/C=C(\C#N)C(=O)NC3CCS(=O)(=O)C3)c(Oc3ccc(F)cc3)nc12 (stereo not drawn) | i | 8 | i | i | i | i | -1 | i | i | i | i
COc1ccc(N(C(=O)c2ccc(S(=O)(=O)N3CCOCC3)cc2)C2C=CS(=O)(=O)C2)cc1 (stereo not drawn) | i | -3 | i | i | i | i | 2 | i | i | i | i
COc1ccccc1N1Cc2ccc(OC)c(OC)c2C1=O | i | 2 | i | i | i | i | 1 | i | i | i | i
Cc1ccc(-n2c(SCC(=O)NCc3ccco3)nc3sc(C)c(C)c3c2=O)cc1 | i | 6 | i | i | i | i | -1 | i | i | i | i
COc1ccc(CNC(=O)C2CCCN2C(=O)NCc2ccccc2)cc1 (stereo not drawn) | i | -2 | i | i | i | i | 4 | i | i | i | i
COc1ccc(Cl)cc1C(=O)NNC(=O)c1csc(N2CCOCC2)n1 | i | -4 | i | i | i | i | -5 | i | i | i | i
Cc1cc(C)c(S(=O)(=O)N(CC(=O)O)C2CCCCC2)c(C)c1 | i | 0 | i | i | i | i | -2 | i | i | i | i

Random excerpt: 2 entries already listed.
Compound | ANO1 block | SKKanGAS inh | RGS4 inh | TRPC6 inh | RGS4 act | MrgX1 antagonist | HDAC3 inh | TRPC6 act | MrgX1 allo act | ANO1 activ | MrgX1 agonist
Cc1cc(C)c(S(=O)(=O)N(CC(=O)O)C2CCCCC2)c(C)c1 | i | 0 | i | i | i | i | -2 | i | i | i | i
COc1ccc(CN=C(C#N)C2=C(O)c3ccccc3C2=O)cc1 | i | 19 | i | i | i | i | -3 | i | i | i | i

(more compounds)
Compound | ANO1 block | SKKanGAS inh | RGS4 inh | TRPC6 inh | RGS4 act | MrgX1 antagonist | HDAC3 inh | TRPC6 act | MrgX1 allo act | ANO1 activ | MrgX1 agonist
CN(C)c1cnn(-c2ccccc2)c(=O)c1Cl | i | -8 | i | i | i | i | 2 | i | i | i | i
Oc1ccc2c(ccc3[nH]cnc32)c1 | i | -1 | i | i | i | i | 1 | i | i | i | i
O=S(=O)(NC1CCCCC1N1CCN(c2ccccc2F)CC1)c1ccccc1 (stereo not drawn) | i | 8 | i | i | i | i | -1 | i | i | i | i
O=c1cc(-c2ccc(O)cc2)oc2c(C3OCC(O)C(O)C3O)c(O)c(C3OC(CO)C(O)C(O)C3O)c(O)c12 (stereo not drawn) | i | 0 | i | i | i | i | 7 | i | i | i | i
O=C1[C@@H]2[C@@H]3C[C@@H]([C@H]4ON=C(c5ccc(OCc6ccccc6)cc5)[C@@H]34)[C@@H]2C(=O)N1c1ccc2c(c1)OCO2 | i | -15 | i | i | i | i | -2 | i | i | i | i
Cc1cc(NC(=O)C2Oc3ccccc3OC2C)no1 (stereo not drawn) | i | 10 | i | i | i | i | 0 | i | i | i | i
CCOc1ccccc1CN1CCN(Cc2c[nH]c3ccccc23)CC1CCO (stereo not drawn) | i | 1 | i | i | i | i | -1 | i | i | i | i
Fc1ccc(N/N=C(/c2ccccc2)c2ccccn2)cc1 | i | -3 | i | i | i | i | 0 | i | i | i | i
CN1C(=O)c2cccc(NC(=O)Cc3ccccc3)c2C1=O | i | 9 | i | i | i | i | -9 | i | i | i | i
Cc1cccc(C(=O)NNS(=O)(=O)c2ccccc2)c1O | i | -1 | i | i | i | i | 14 | i | i | i | i
O=C1Nc2ccccc2Oc2cc([N+](=O)[O-])ccc21 | i | 9 | i | i | i | i | 0 | i | i | i | i
COc1ccccc1OCCCCn1ncc2ccc(OC)c(OC)c2c1=O | i | -6 | i | i | i | i | -1 | i | i | i | i
CC(C)CC(=O)Nc1nnc(SCC(=O)Nc2ccc(F)cc2)s1 | i | -8 | i | i | i | i | 1 | i | i | i | i
COC(=O)CC1=C(C)C(=O)CC2C(C)(C)CCCC12C (stereo not drawn) | i | -7 | i | i | i | i | -1 | i | i | i | i
O=C(O)c1ccccc1/C=N/N1CCN(C2c3ccccc3-c3ccccc32)CC1 | i | -3 | i | i | i | i | 5 | i | i | i | i
Cc1ccccc1N(CC(=O)Nc1ccc(F)cc1)S(C)(=O)=O | i | -1 | i | i | i | i | 7 | i | i | i | i
CCOC(=O)c1sc(=S)n(CC)c1NC(=O)C1CC1 | i | 1 | i | i | i | i | 9 | i | i | i | i
CC1CCCC(NC(=O)C2c3ccccc3C(=O)N2Cc2cccs2)C1C (stereo not drawn) | i | 5 | i | i | i | i | -2 | i | i | i | i
Cc1ccc(N(CC(=O)NCc2ccc(F)cc2)C(=O)c2snc(C(N)=O)c2N)cc1C | i | 15 | i | i | i | i | 5 | i | i | i | i
Cc1nn(-c2ccccc2)c2c1C(c1cccc([N+](=O)[O-])c1)N(c1ccccc1)C(=O)N2 (stereo not drawn) | i | -1 | i | i | i | i | -5 | i | i | i | i
COc1ccc(OCC(=O)Nc2cccc(OC)c2)cc1 | i | 3 | i | i | i | i | 4 | i | i | i | i
O=C(CSc1nc2ccccc2s1)NCC1CCCO1 (stereo not drawn) | i | -1 | i | i | i | -5.9* | 14 | i | i | i | i
CC1(C)S[C@@H]2[C@H](NC(=O)COc3ccccc3)C(=O)N2C1C(=O)OCc1cc2ccccc2n1S(=O)(=O)c1ccccc1 (stereo partly drawn) | i | 78* | i | i | i | i | 10 | i | i | nt | i
CN=C(NC(=O)Nc1c(C)cccc1C)NC(=O)Nc1c(C)cccc1C | i | -2 | i | i | i | i | -1 | i | i | i | i
CSc1ccccc1OCc1cc(C(=O)N(C)CCc2c(C)n[nH]c2C)no1 | i | 9 | i | i | i | i | -6 | i | i | i | i
CNC(=O)/C(C#N)=C/c1cccc(Oc2ccccc2)c1 | i | -6 | i | i | i | i | 4 | i | i | i | i
COc1cccc(CN2CCN(Cc3nc(C(C)C)cs3)CC2CCO)c1 (stereo not drawn) | i | -4 | i | i | i | i | -1 | i | i | i | i
COc1ccccc1NC(=O)c1cc([N+](=O)[O-])ccc1N1CCOCC1 | i | -3 | i | i | i | i | 8 | i | i | i | i
COc1cc(-c2nnc(-c3ccc(S(=O)(=O)c4ccccc4)cc3)o2)cc(OC)c1OC | nt | 2 | i | i | i | nt | nt | i | nt | i | nt
CCCCc1n(CC(=O)c2ccc(Cl)cc2)c2ccccc2[n+]1C | i | -20 | i | i | i | i | -2 | i | i | i | i
Cn1c(Cc2cccs2)nnc1SCC(=O)N1CCCc2ccccc21 | i | 0 | i | i | i | i | 5 | i | i | i | i
Cc1ccc(OCC(=O)O/N=C(\N)c2ccccn2)cc1C | i | 1 | i | i | i | i | 11 | i | i | i | i
c1ccc2c(N3CCOCC3)nc(-c3ccncc3)nc2c1 | i | -13 | i | i | i | i | 14 | i | i | i | i
CCC(NC(=O)Cc1c(C)c2ccc(OC)c(C)c2oc1=O)C(=O)NC(Cc1ccc(Cl)cc1)C(=O)O (stereo not drawn) | i | 7 | i | i | i | i | -48 | i | i | i | i
Cc1ccc(C(=O)N/C(=C/c2cccs2)C(=O)NCC2CCCO2)cc1 (stereo not drawn) | i | 5 | i | i | i | i | 5 | i | i | i | i
CC1C2CC(C(CN(C)C)/C2=N/O)C1(C)C (stereo not drawn) | i | -8 | i | i | i | i | 2 | i | i | i | i

High-throughput results deposited in PubChem BioAssay by several laboratories.
